Screens (PubChem)
ARFGAP1 inh: inhibitors of rat ARFGAP1; Q62848; Arfgap1-stimulated ARF1 GTP hydrolysis, GDP FP detection; inhibition, % at 16.5 µM; actives 0.26% (n = 360,000); AID 651572;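 active = inhibition above a per-plate limit, mean inhibition of low control wells plus 3 SD, cut at about 25% in these data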;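 note: 0% = DMSO wells with enzyme and 100% = wells lacking Arfgap1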
Target sequence (Q62848 1-136 limits assumed): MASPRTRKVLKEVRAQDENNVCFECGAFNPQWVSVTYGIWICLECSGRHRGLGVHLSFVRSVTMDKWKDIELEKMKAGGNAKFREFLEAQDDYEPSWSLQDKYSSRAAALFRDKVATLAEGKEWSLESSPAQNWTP
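System: truncated rat Arfgap1 GAP domain / Medium: HEPES-based buffer, pH 7.5 / Also added: N-terminally truncated human ARF1-GTP substrate / Incubation: enzyme reaction 120 min at 25 °C after 20 min preincubation / Measured by: FP of antibody-bound GDP Alexa 633 tracer, ex 620/em 688 nm / Replicates: singlicate, each compound tested once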
mABHD4 FP: ABHD4 (mouse) inhibition, primary FP screen | Q8VD66 | purified mABHD4, FP-Rh probe fluorescence polarization | inhibition, % at 8.92 µM | actives 0.54% (n = 370,000) | AID 720543;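 active = inhibition exceeding the mean over every tested compound plus 3 SD, cut at about 30% in these data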;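 note: 0% = plate median of compound wells and 100% = S159A mutant with DMSO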
Target sequence (Q8VD66 whole entry, looked up): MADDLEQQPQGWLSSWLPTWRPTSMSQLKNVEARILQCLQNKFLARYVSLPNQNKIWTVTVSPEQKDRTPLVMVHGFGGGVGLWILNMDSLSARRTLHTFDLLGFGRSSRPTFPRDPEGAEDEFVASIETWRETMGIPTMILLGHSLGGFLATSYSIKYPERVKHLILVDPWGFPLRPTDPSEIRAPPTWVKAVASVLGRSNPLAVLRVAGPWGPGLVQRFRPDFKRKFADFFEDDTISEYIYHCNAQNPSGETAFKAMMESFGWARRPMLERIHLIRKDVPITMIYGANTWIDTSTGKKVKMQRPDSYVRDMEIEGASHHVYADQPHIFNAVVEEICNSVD
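Test system: mABHD4 protein | Buffer or medium: HEPES pH 7.0 buffer, 150 mM NaCl, 0.01% Pluronic F-127 | Probe or stimulus: FP-Rh fluorescent activity-based probe, added after compound pre-incubation | Timing: Pre-incubation 45 min, probe exposure 60 min, at 25 °C | Technique: Fluorescence polarization, excitation 525 nm, emission 598 nm, BODIPY TMR filters | Repeats: Single well per compound (singlicate)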
rCAG binder: r(CAG) repeat RNA binding. TO-PRO-1 dye displacement fluorescence. inhibition, % at 3 µM. actives 1.3% (n = 370,000). AID 651821;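 active = inhibition above the plate cutoff, the mean of all test compounds on that plate plus 3 SD, cut at about 35% in these data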;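 note: 0% = DMSO alone and 100% = 100 µM mitoxantrone as full dye displacement; higher means more dye released from RNA so lower well fluorescence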
SMARCA2 activ: SMARCA2 function activation, primary screen. activation, % at 9.1 µM. AID 652017. actives 1% (n = 370,000). MG213 cells, MMTV-luciferase reporter, dexamethasone, overnight; in the data active = activation above about 7.8%;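 note: 0% = vehicle wells and 100% = reference activator wells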
NR1D1 modulator: Rev-erb alpha (human) modulation; AID 1259318; P20393; Rev-erbα–FITC-DNA binding, fluorescence polarization, 90 min; actives 0.79% (n = 370,000); activity, % at 10 µM;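 active = activity above about 14%, limit read from the data; passing the limit was not always enough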;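 note: 0% = DMSO wells with 35 nM protein and 100% = DMSO wells with 750 nM protein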
GC-A act: GC-A (human) enzyme activation; P16066; HEK293 GC-A cells, cGMP TR-FRET, EC30 ANP; 0% at EC30 ANP, 100% saturating ANP; activation, % at 10 µM; actives 0.14% (n = 370,000); in the data active = activation above about 40%
PG9 Ab binder: binds the HIV-1 gp120 antibody PG9; actives 0.43% (n = 360,000); inhibition, % at 6.7 µM; AID 624416; TR-FRET gp120-PG9 antibody binding; in the data active = inhibition above about 8.5%
HTRA1 inh: blocks human HTRA1 serine peptidase; recombinant HTRA1, FP-rhodamine activity-based probe, fluorescence polarization; inhibition, % at 5.96 µM; actives 0.5% (n = 340,000); AID 504803; in the data active = inhibition above about 36%;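 note: 0% = enzyme with DMSO and 100% = wells lacking enzyme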
Target sequence (Q92743 whole entry, looked up): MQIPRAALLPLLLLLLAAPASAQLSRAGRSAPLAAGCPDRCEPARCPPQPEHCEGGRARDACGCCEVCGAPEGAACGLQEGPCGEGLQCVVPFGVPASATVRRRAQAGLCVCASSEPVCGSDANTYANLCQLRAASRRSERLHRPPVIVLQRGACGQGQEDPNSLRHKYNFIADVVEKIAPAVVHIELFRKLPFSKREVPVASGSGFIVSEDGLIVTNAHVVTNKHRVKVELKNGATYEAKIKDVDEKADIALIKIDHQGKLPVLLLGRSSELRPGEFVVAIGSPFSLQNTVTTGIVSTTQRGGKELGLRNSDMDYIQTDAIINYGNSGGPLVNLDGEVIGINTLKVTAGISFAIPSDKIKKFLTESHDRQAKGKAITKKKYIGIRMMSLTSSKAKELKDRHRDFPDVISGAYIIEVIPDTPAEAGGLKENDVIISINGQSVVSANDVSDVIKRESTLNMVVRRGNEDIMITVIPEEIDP
NPR2 activator: GC-B (human) receptor activation. P20594. HEK293-GC-B cells, CNP EC30, cGMP TR-FRET; 0% at EC30 CNP, 100% saturating CNP. activation, % at 10 µM. actives 0.11% (n = 370,000);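 active = activation at 10 µM reaching about 35% in either raw or pattern-adjusted values, limit read from the data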
ASAP1 GAP inh: inhibitors of human ASAP1 ArfGAP activity; ASAP1-stimulated ARF1 GTP hydrolysis, GDP FP detection; Q9ULH1; actives 0.19% (n = 360,000); inhibition, % at 16.5 µM; in the data active = inhibition above about 25%;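 note: 0% = vehicle with enzyme and substrate and 100% = no enzyme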
Starred values were filed as active, the others as inactive; . = no result given; & = joins results of further samples.

Results follow in this order: ARFGAP1 inh | mABHD4 FP | rCAG binder | SMARCA2 activ | NR1D1 modulator | GC-A act | PG9 Ab binder | HTRA1 inh | NPR2 activator | ASAP1 GAP inh
C=CCn1c2ccccc2c2nnc(SCN3C(=O)c4ccccc4C3=O)nc21
  -2 | 5 | 1 | 1 | 9 | 13 | 1.8 | -59 | 9 | -7
NS(=O)(=O)c1ccc(CNC(=O)Cn2nc(C(F)F)cc2C(F)F)cc1
  10 | 7 | 0 | -1 | 1 | 1 | -0.6 | -2 | 1 | -9
COc1ccc(C2N=C(N)N=C(N)N2c2ccccc2)cc1OC (centres undefined)
  7 | -6 | 4 | -1 | 4 | 0 | 0.0 | -1 | -2 | 7
CC(=O)N1CCC2(CC1)NC(=O)N(c1ccccc1)N2
  -2 | 1 | -4 | -3 | 2 | 0 | -0.6 | -4 | 0 | 10
CC(C)n1c(CCCO)nc2ccccc21
  -2 | 1 | 2 | 1 | -2 | 5 | -0.1 | 2 | 1 | -3
CC(C)COP(=O)(c1ccc(N(C)C)cc1)C(O)c1ccccn1 (centres undefined)
  -15 | -9 | -1 | -2 | 1 | 0 | -1.3 | 8 | -3 | 9
COc1ccccc1C1SCCN1S(C)(=O)=O (centres undefined)
  5 | 5 | 2 | 1 | 4 | 5 | -0.1 | -5 | -1 | -9
Cn1c(CCNC(=O)c2ccco2)nc2cc(NS(=O)(=O)c3ccccc3)ccc21
  2 | -3 | -1 | -5 | -1 | 0 | 0.7 | -2 | 6 | -3
Cc1ccnc(NC(=O)CCC2CCCCC2)c1
  11 | 3 | -2 | 5 | -3 | -3 | 0.1 | -9 | 6 | -3
COc1ccc(Cl)cc1CC1(C)C(=O)Nc2c(Cl)cccc21 (centres undefined)
  3 | -11 | 0 | -5 | 0 | -14 | -0.2 | . | -13 | 5
Cc1nn(C)c(C)c1C1Nc2ccccc2C(=O)N1O (centres undefined)
  -3 | -44 | 2 | -1 | 3 | 0 | -2.4 | 3 | 1 | -2
CC(C)CCNC(=S)Nc1ccc([N+](=O)[O-])cc1
  9 | -12 | 4 | -6 | 3 | -2 | -1.9 | -16 | 6 | -7
CC(=O)Nc1cc(-c2cccnc2)cn2c(-c3ccc(F)cc3)cnc12
  -3 | -1 | 6 | -1 | -3 | -2 | 0.0 | . | 4 | 1
Nc1cccc(Nc2nc(OC(C(F)(F)F)C(F)(F)F)nc(OC(C(F)(F)F)C(F)(F)F)n2)c1
  1 | -15 | -1 | -3 | -1 | 4 | -0.7 | 38* | -4 | -2
Cc1ccc(N=c2c([N+](=O)[O-])nn(-c3ccc(Cl)cc3)n2O)cc1C
  2 | 6 | 0 | -2 | -3 | 3 | 0.6 | 4 | 2 | -3
N#Cc1nc(Cl)c(Cl)c(NN)c1Cl
  -4 | 0 | 1 | -4 | -2 | 5 | -0.1 | -1 | 8 | 4
CCOC(=O)N=S(N)(=O)c1ccc(Cl)cc1 (centres undefined)
  -1 | 4 | 4 | 6 | -4 | 0 | 1.4 | 5 | 1 | 11
CN(CC(=O)Nc1nc2ccccc2s1)S(=O)(=O)c1ccc(Br)cc1
  2 | -3 | 4 | -6 | 3 | 5 | -1.4 | -33 | -8 | 2
O=C(CSc1nnc(Cc2ccccc2)o1)Nc1ccc(N2CCOCC2)cc1
  -4 | -1 | 4 | -5 | -2 | -6 | -0.4 | 8 | 6 | 1
C/C(N)=C(/C#N)C(=O)COC(=O)CCSc1ccccc1
  -8&3 | -4&-10 | 3&1 | -3&4 | -4&-1 | 4&6 | -0.9&-3.1 | 2&-6 | -2&-5 | 0&3
CCOC(=O)N(C)c1ccc(C(O)(C(F)(F)F)C(F)(F)F)cc1
  5 | -33 | -10 | -1 | -4 | -1 | 1.2 | -1 | 0 | 10
O=C(CN(Cc1ccccc1)C(=O)CCC(=O)Nc1ccccn1)NCc1ccc(F)cc1
  1 | -1 | -6 | -3 | 4 | -2 | -2.8 | -1 | 0 | -2
Cc1ccc(C(=O)NCCN(C)C)cc1C
  -1 | 5 | -2 | 0 | -4 | 3 | 1.5 | -3 | 2 | 12
Cc1cccc(Nc2c(-c3ccc(N4CCOCC4)cc3)nc3ncccn23)c1
  4 | -2 | 6 | 2 | 0 | 9 | -3.8 | 3 | 4 | 4
CCN(CC)S(=O)(=O)c1ccc(OC)c(NC(=O)c2cccs2)c1
  -8 | 4 | -2 | -1 | 10 | 0 | 0.0 | -9 | -2 | -7
CCCCCn1c(CCC(=O)Oc2ccccc2OC)nc2c1c(=O)[nH]c(=O)n2CCCC
  7 | -3 | -6 | 0 | 4 | -10 | -1.2 | -5 | -10 | 9
CCCn1nnnc1NCc1ccc(N2CCCC2)cc1
  16 | 4 | 10 | 2 | 2 | 3 | -2.6 | 10 | -2 | 1
COc1ccc(Cl)cc1C(=O)Nc1ccc(NC(C)=O)cc1
  -9 | -3 | 0 | 6 | 2 | -7 | -0.4 | 1 | -1 | -16
CC1(C(=O)NS(=O)(=O)c2ccccc2OC(F)(F)F)CCN1C(=O)c1ccco1 (centres undefined)
  -10 | 2 | 1 | 0 | 4 | 1 | 0.1 | . | 0 | 2
COc1cc(C(=O)NCC(c2cccnc2)N2CCN(C)CC2)cc(OC)c1OC (centres undefined)
  5 | 2 | 0 | 4 | -5 | -4 | -0.1 | -5 | 2 | 6

Full records as entered above. Screens in order: ARFGAP1 inh | mABHD4 FP | rCAG binder | SMARCA2 activ | NR1D1 modulator | GC-A act | PG9 Ab binder | HTRA1 inh | NPR2 activator | ASAP1 GAP inh
`Cn1c(CCNC(=O)c2ccco2)nc2cc(NS(=O)(=O)c3ccccc3)ccc21` in the list: 2 | -3 | -1 | -5 | -1 | 0 | 0.7 | -2 | 6 | -3
`CC(C)COP(=O)(c1ccc(N(C)C)cc1)C(O)c1ccccn1` (centres undefined) in the list: -15 | -9 | -1 | -2 | 1 | 0 | -1.3 | 8 | -3 | 9
`C/C(N)=C(/C#N)C(=O)COC(=O)CCSc1ccccc1` in the list: -8&3 | -4&-10 | 3&1 | -3&4 | -4&-1 | 4&6 | -0.9&-3.1 | 2&-6 | -2&-5 | 0&3
`CCN(CC)S(=O)(=O)c1ccc(OC)c(NC(=O)c2cccs2)c1` in the list: -8 | 4 | -2 | -1 | 10 | 0 | 0.0 | -9 | -2 | -7

Returning to the listing, starting two compounds before the break.
Results follow in this order: ARFGAP1 inh | mABHD4 FP | rCAG binder | SMARCA2 activ | NR1D1 modulator | GC-A act | PG9 Ab binder | HTRA1 inh | NPR2 activator | ASAP1 GAP inh
CC1(C(=O)NS(=O)(=O)c2ccccc2OC(F)(F)F)CCN1C(=O)c1ccco1 (centres undefined)
  -10 | 2 | 1 | 0 | 4 | 1 | 0.1 | . | 0 | 2
COc1cc(C(=O)NCC(c2cccnc2)N2CCN(C)CC2)cc(OC)c1OC (centres undefined)
  5 | 2 | 0 | 4 | -5 | -4 | -0.1 | -5 | 2 | 6
CC(C)(C)NC(=O)CN(CC1CCCO1)C(=O)CNS(=O)(=O)c1ccc(F)cc1 (centres undefined)
  14 | 4 | -5 | -3 | 1 | 3 | 0.9 | 10 | -3 | -8
COc1ccc(S(=O)(=O)N(C(=O)c2ccncc2)c2ccc3oc4c(c3c2)CCCC4)cc1
  -7 | -8 | 4 | 0 | 8 | -1 | 0.2 | -36 | 5 | -2
CCOC(=O)C1CCN(c2c(C(=O)c3ccccc3)cnc3ccc(Cl)cc23)CC1
  -8 | 4 | 3 | 4 | 3 | -3 | 2.8 | -2 | -10 | -9
OC(c1ccccc1)c1ncc(-c2ccc(Cl)cc2)[nH]1 (centres undefined)
  2 | -4 | 3 | -1 | -2 | 1 | -0.8 | . | 0 | -3
COc1ccc(/C=N/NC(=O)c2cc(C(C)(C)C)[nH]n2)cc1COc1ccc(F)cc1F
  5 | -53 | 4 | -3 | 1 | -1 | -2.2 | -88 | -3 | 4
Cc1ccc(C(=O)N[C@@H](Cc2ccccc2)C(=O)N2CCC3(CC2)NCCc2[nH]cnc23)cc1C
  2 | 6 | -4 | 2 | 6 | 1 | -0.8 | 9 | 1 | 6
O=C(CN1CCN(Cc2ccc(Cl)cc2)CC1)N/N=C/C=C/c1ccccc1[N+](=O)[O-]
  3 | -7 | 1 | -5 | 10 | -7 | -1.1 | -5 | -9 | -5
O=C(OCC(=O)N1CCc2ccccc21)c1ccccn1
  14 | 3 | 0 | 1 | . | . | -0.7 | 0 | . | 2
O=C(Cc1ccccc1)N1CCN(C(=O)c2cccs2)CC1
  6 | -5 | 1 | -2 | 1 | -1 | -0.1 | -3 | 4 | -2
CCC[C@@H]1CCCC/C=C\CCCC(=O)OCCN1C(=O)OC(C)(C)C
  12 | 2 | -4 | 1 | -3 | -4 | -1.4 | -6 | -1 | 12
COc1ccc(N2C(=O)C3CCCN3C2c2ccccc2OC)cc1 (centres undefined)
  -14 | 5 | 1 | 0 | 1 | -2 | -1.2 | 7 | 4 | -17
COc1ccc(Cn2c(=O)oc3ccccc32)cc1F
  -6 | -7 | 0 | -2 | -1 | -12 | 1.0 | -4 | 4 | 8
Cc1cccnc1NC(=O)CNC(=O)C12CC3CC(CC(C3)C1)C2
  6 | 3 | -4 | -4 | -1 | 2 | -1.0 | -1 | -8 | -1
CS(=O)(=O)c1cnc2c(-c3ccsc3)cnn2c1N
  1 | -1 | -2 | 8 | 0 | 6 | -0.5 | 3 | 0 | 11
Cc1ccc(S(=O)(=O)CC(=O)N(C)C)cc1
  -15 | 2 | -3 | -1 | 0 | 5 | 1.2 | 7 | -2 | 21
CC1CCCCN1C(=O)COC(=O)CSc1ccc(C(N)=O)cc1[N+](=O)[O-] (centres undefined)
  -4 | -1 | 1 | 1 | -5 | -2 | 1.1 | 3 | -4 | 19

As entered above:
COc1ccc(S(=O)(=O)N(C(=O)c2ccncc2)c2ccc3oc4c(c3c2)CCCC4)cc1 in rCAG binder is listed with 4
COc1ccc(N2C(=O)C3CCCN3C2c2ccccc2OC)cc1 (centres undefined) in ARFGAP1 inh is listed with -14
CC1CCCCN1C(=O)COC(=O)CSc1ccc(C(N)=O)cc1[N+](=O)[O-] (centres undefined) in ASAP1 GAP inh is listed with 19
Cc1ccc(C(=O)N[C@@H](Cc2ccccc2)C(=O)N2CCC3(CC2)NCCc2[nH]cnc23)cc1C in NPR2 activator is listed with 1
CCC[C@@H]1CCCC/C=C\CCCC(=O)OCCN1C(=O)OC(C)(C)C in PG9 Ab binder is listed with -1.4

This is a random part of the collection. Share with any hit: about 4.4%.
